697 NFkB inh = lowers PMA/ionomycin-induced NF-kB signal in 697 B cells; 697 B-cell NF-kB luciferase reporter, 16 h; inhibition, % at 4 µM; 330,000 compounds, 0.33% hits; AID 435022; in the data active = inhibition above about 35%
Jurkat NFkB inh = inhibitors of the PMA/ionomycin-induced NF-kB reporter in Jurkat cells; PMA/ionomycin-induced NF-kB luciferase reporter, luminescence; inhibition, % at 4 µM; 330,000 compounds, 0.53% hits; AID 435003; in the data active = inhibition above about 50%
tim23-1 inh = tim23-1 yeast growth inhibition. S. cerevisiae tim23-1 growth, BacTiter-Glo luminescence, 24 h. inhibition, % at 20 µM. 330,000 compounds, 1.3% hits. AID 463212;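 active = growth inhibition of the mutant yeast at or above 50%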;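 also: temperature-sensitive mutant grown at 25 °C; plate controls were DMSO-treated mutant yeast for no effect and medium wells lacking yeast for full effect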
UPR CHOP act = apoptotic UPR (CHOP) activation | CHO-CHOP luciferase reporter, luminescence; percent of tunicamycin response over DMSO baseline | 330,000 compounds, 0.34% hits | activation, % at 10 µM;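 active = at 10 µM dose, activation of 40% or more, normalized to positive control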;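 also: 100% = tunicamycin at 10 µg/mL and 0% = DMSO alone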
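Assay system: CHO-CHOP cells, stable luciferase reporter of PERK-eIF2a-CHOP signalling / Buffer or medium: F12 plus 10% serum / Compound dosing: one dose, 10 µM in 0.5% DMSO / Times: 6 h compound treatment, 37 °C / Technique: luciferase luminescence / Read-out: % reporter activation, DMSO baseline versus tunicamycin full activation / Benchmarks: tunicamycin and DMSO controls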
TIM10 inh = inhibits growth of TIM10 yeast strain | S. cerevisiae TIM10 strain growth, BacTiter-Glo luminescence, 24 h | inhibition, % at 10 µM | 330,000 compounds, 1.4% hits | AID 463195;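 active = inhibition of 40% or more at the single tested concentration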;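 also: wild-type TIM10 isogenic control strain grown at permissive 25 °C; 0% = DMSO yeast wells and 100% = minimal medium wells without yeast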
tim10-1 inh = growth inhibitors of tim10-1 mutant yeast; inhibition, % at 20 µM; 330,000 compounds, 2.2% hits; AID 463190; S. cerevisiae tim10-1 ts strain growth, BacTiter-Glo, 24 h;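 active = inhibition of at least 40%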;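 also: mutant grown at 25 °C; 0% = DMSO wells with yeast and 100% = wells holding no yeast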
UPR XBP1 act = adaptive UPR (XBP1) activation; 330,000 compounds, 0.33% hits; CHO-XBP1 luciferase reporter, IRE1-XBP1 UPR activation, luminescence; percent of tunicamycin response, DMSO as zero; activation, % at 20 µM;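 active = versus positive control, 20 µM dose yields 30% or more activation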;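 also: 100% = tunicamycin at 10 µg/mL and 0% = DMSO only wells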
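Material: IRE1-XBP1 luciferase reporter CHO line / Quantity: one thousand reporter cells per well / Buffer or medium: F12 with 10% serum / Compound: 20 µM single concentration, DMSO 1% / Times: 6 h treatment, 37 °C / Detection: Steady-Glo luciferase glow luminescence, 10 min after reagent addition / Benchmarks: tunicamycin high, DMSO low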
Mdm2-MdmX inh = human Mdm2/MdmX binding inhibition | inhibition, % at 8 µM | 330,000 compounds, 3% hits | SaOS-2 split-luciferase Mdm2/MdmX complementation, luminescence | O15151+Q00987;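 active = inhibition of at least 50% at 8 µM in the primary screen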
Target sequence (O15151 whole entry, looked up): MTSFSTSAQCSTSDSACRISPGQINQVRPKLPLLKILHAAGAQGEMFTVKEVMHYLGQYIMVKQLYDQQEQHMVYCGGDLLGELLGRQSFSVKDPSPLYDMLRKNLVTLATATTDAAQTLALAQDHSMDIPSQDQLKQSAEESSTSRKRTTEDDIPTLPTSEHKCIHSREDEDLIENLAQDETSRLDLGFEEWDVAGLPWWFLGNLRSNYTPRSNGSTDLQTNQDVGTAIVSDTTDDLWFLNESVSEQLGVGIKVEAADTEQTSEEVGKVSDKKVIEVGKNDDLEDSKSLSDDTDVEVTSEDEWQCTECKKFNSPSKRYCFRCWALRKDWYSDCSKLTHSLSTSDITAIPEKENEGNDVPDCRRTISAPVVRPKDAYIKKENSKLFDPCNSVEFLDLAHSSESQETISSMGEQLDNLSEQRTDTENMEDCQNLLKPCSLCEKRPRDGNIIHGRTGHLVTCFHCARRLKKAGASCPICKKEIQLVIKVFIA
Target sequence (Q00987 whole entry, looked up): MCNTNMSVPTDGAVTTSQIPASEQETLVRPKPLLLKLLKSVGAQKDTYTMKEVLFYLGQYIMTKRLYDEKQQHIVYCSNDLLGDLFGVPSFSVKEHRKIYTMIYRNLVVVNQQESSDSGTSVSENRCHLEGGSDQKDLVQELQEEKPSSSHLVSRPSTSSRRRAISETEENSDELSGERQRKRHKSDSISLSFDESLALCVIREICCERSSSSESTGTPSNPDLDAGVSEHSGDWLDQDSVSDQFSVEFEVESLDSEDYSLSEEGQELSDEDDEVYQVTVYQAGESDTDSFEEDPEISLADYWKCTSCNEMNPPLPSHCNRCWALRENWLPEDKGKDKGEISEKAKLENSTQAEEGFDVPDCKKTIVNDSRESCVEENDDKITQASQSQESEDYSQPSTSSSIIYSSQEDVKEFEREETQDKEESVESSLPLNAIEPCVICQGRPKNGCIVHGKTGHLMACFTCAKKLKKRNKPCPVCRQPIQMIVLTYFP
Active calls of the source: *. No enrichment for hits. Share with any hit: about 6.6%.

SMILES	697 NFkB inh	Jurkat NFkB inh	tim23-1 inh	UPR CHOP act	TIM10 inh	tim10-1 inh	UPR XBP1 act	Mdm2-MdmX inh
O=C(Nc1c2c(nn1-c1ccccc1)CS(=O)(=O)C2)c1cc2ccccc2o1	-8.9	-6.7	27.4	0.6	5.0	23.9	0.3	11.3
O=C(O)/C=C/C(=O)Nc1ccc(S(=O)(=O)Nc2nccs2)cc1	11.2	-7.0	-0.4	0.2	3.7	-10.3	-3.9	12.5
COCCN(C(=O)C1CCCC1)c1c(N)n(Cc2ccccc2)c(=O)[nH]c1=O	7.2	-4.1	7.4	-0.5	1.0	1.9	-4.4	8.9
O=C1Nc2ccc(Cl)cc2/C1=C/C1CC=CCC1 (stereo not drawn)	8.9	15.4	64.4*	2.2	59.1*	77.6*	1.7	49.0
CC1CCCC(N2CCN(S(=O)(=O)c3ccccc3)CC2)C1 (stereo not drawn)	13.8	-9.8	12.6	-0.4	-1.2	-3.7	-2.5	-1.6
CC(C)CCN1CN(S(=O)(=O)c2cccs2)c2nc3ccccc3nc21	7.2	6.6	-1.4	-0.8	-1.5	1.8	2.4	3.9
CCOc1ccc(CCNC(=O)c2nnn(CC(=O)Nc3ccc(OC)cc3)c2N)cc1OCC	5.0	7.1	11.8	-1.3	2.9	15.8	-6.2	21.7
COc1ccc(NC(=O)c2ccco2)cn1	-0.5	18.0	7.4	0.3	13.4	-21.1	-0.5	-20.3
Cn1nnnc1SCC(=O)Nc1ccccc1Cc1ccccc1	-4.8	-12.7	3.6	-0.5	-7.1	14.0	-1.0	-2.4
Cc1ccc(SCCSc2nc(N)cc(=O)[nH]2)cc1	-8.4	-1.9	1.8	1.3	7.6	-5.0	-3.8	14.7
COCCNC(=O)CCCC(=O)NCCOC	2.0	-10.5	1.0	-1.5	-25.9	6.0	-1.4	21.7
COc1ccccc1CNC(=O)c1nnc(Cc2ccc(Cl)cc2)o1	-6.9	8.3	12.1	1.2	-5.7	-9.8	-0.8	-4.8

Looked up by compound from the entries so far, two records:
SMILES	697 NFkB inh	Jurkat NFkB inh	tim23-1 inh	UPR CHOP act	TIM10 inh	tim10-1 inh	UPR XBP1 act	Mdm2-MdmX inh
CCOc1ccc(CCNC(=O)c2nnn(CC(=O)Nc3ccc(OC)cc3)c2N)cc1OCC	5.0	7.1	11.8	-1.3	2.9	15.8	-6.2	21.7
CC1CCCC(N2CCN(S(=O)(=O)c3ccccc3)CC2)C1 (stereo not drawn)	13.8	-9.8	12.6	-0.4	-1.2	-3.7	-2.5	-1.6

Not a retest: 2 of the compounds above.
SMILES	697 NFkB inh	Jurkat NFkB inh	tim23-1 inh	UPR CHOP act	TIM10 inh	tim10-1 inh	UPR XBP1 act	Mdm2-MdmX inh
COCCNC(=O)CCCC(=O)NCCOC	2.0	-10.5	1.0	-1.5	-25.9	6.0	-1.4	21.7
COc1ccccc1CNC(=O)c1nnc(Cc2ccc(Cl)cc2)o1	-6.9	8.3	12.1	1.2	-5.7	-9.8	-0.8	-4.8

Next section
SMILES	697 NFkB inh	Jurkat NFkB inh	tim23-1 inh	UPR CHOP act	TIM10 inh	tim10-1 inh	UPR XBP1 act	Mdm2-MdmX inh
[N-]=[N+]=NC1c2ccccc2C(=O)N1Cc1ccccc1 (stereo not drawn)	3.2	5.1	7.5	2.0	-12.3	-3.0	-5.1	15.2
CC(C)(C)c1c(Cl)c(O)c(-c2ccccc2)c(=O)n1-c1ccccc1	13.4	23.9	24.8	-0.4	12.9	19.4	2.8	16.4
CCOC(=O)c1ccc(NC(=S)N(CCCN2CCN(CC)CC2)Cc2ccco2)cc1	7.5	-7.2	2.9	0.6	-22.3	-19.0	-1.1	10.3
CN(C)CCNC(=O)c1cccc(S(=O)(=O)Nc2ccc(F)cc2)c1	10.8	-12.5	-6.5	-1.3	-15.0	10.1	-0.1	23.4
CCCS(=O)(=O)N1CCC(C(=O)NCCCN2CCCC2=O)CC1	13.0	0.6	6.8	0.4	1.7	9.5	-0.5	-2.5
CCOC(=O)c1cc(C#N)c(SCc2ccc(C#N)cc2)nc1C	-9.8	-15.1	8.5	-0.9	15.0	9.7	3.2	14.5
COc1ccccc1CCC(=O)OCC(=O)NC1CCCC1	-9.4	-3.6	8.9	2.9	-2.5	-4.4	-3.0	21.9
CCOc1ccc(N(CC(=O)NCc2ccc3c(c2)OCO3)C(=O)c2csnn2)cc1	8.8	-8.2	3.9	2.8	6.1	-2.6	-1.4	-16.6
COc1ccc(C(=O)N2CCC(n3nccc3NC(=O)C3CC3)CC2)cc1F	-24.5	-17.4	-4.5	0.2	1.1	-12.6	-4.5	11.7
Nc1ccc2nc(SCc3cccc(F)c3)sc2c1	-15.8	-29.6	56.7*	4.7	25.0	-21.5	-1.7	-179.2
CC(C)CNC(=O)COC(=O)C1c2ccccc2Oc2ccccc21	-9.4	-1.0	31.5	-1.8	1.9	30.2	-6.6	9.5
CCc1ccc(C(=O)NNc2ccc(F)cc2F)cc1	10.6	10.6	6.2	1.3	-15.5	-5.4	4.6	14.5
COc1ccc(C2C(C#N)=C(N)N(c3sc4c(c3C#N)CCCC4)C3=C2C(=O)CC(C)(C)C3)cc1OC (stereo not drawn)	-30.3	9.4	13.3	1.3	21.0	7.3	0.2	40.1
CC1CCN(S(=O)(=O)c2ccc(C(=O)OC(C)C(=O)NC3CCCCC3C)cc2)CC1 (stereo not drawn)	9.7	-10.9	10.5	0.7	6.9	17.1	-6.7	-2.3
O=C(NCCc1ccco1)C(=O)NCC1OCCCN1S(=O)(=O)c1ccc(Cl)cc1 (stereo not drawn)	8.3	-0.4	10.3	-0.3	-1.1	7.8	-1.8	18.5
Cc1cc(C)n(-c2ccc(C(=O)NC3CCCCC3)cc2)n1	3.5	-6.0	2.7	3.1	26.1	22.8	3.8	20.1
CCCNC(=O)CN(Cc1ccco1)S(=O)(=O)c1ccc(OCC)cc1	-12.1	-5.8	9.5	8.8	-15.2	17.5	-1.7	26.3
Cc1ccnc(NC(=O)c2ccc(S(=O)(=O)c3ccccc3)cc2)c1	-34.3	-7.7	7.2	1.2	20.5	38.8	1.6	2.6
C/C=C(\C)CN1CCN(c2ccccc2F)CC1	8.8	-0.6	-7.0	-1.3	4.1	9.8	-0.3	-3.5
CCCCOP(=O)(c1ccc(N(C)C)cc1)C(O)c1ccc(OC)cc1 (stereo not drawn)	-7.0	-26.7	23.0	-0.2	6.5	19.8	-6.6	0.8
O=C(N/N=C(/CC(=O)c1cccs1)C(F)(F)F)c1ccc(O)cc1	-47.4	6.9	39.4	4.0	24.2	30.3	-0.9	13.2
COCCN(C(=O)COC(=O)/C=C/c1cccc(C(F)(F)F)c1)c1c(N)n(CC(C)C)c(=O)[nH]c1=O	28.0	17.1	6.4	2.2	-8.5	3.6	2.3	18.1
COc1ccc(NC(=O)Nc2nnc(N3CCCCC3C)s2)cc1OC (stereo not drawn)	9.2	-3.9	26.6	0.1	12.5	24.0	3.5	9.4
CCOC(=O)c1cccc(NC(=O)C2(S(=O)(=O)c3ccc(Cl)cc3)CC2)c1	-4.2	16.8	18.3	-0.1	17.8	18.9	-1.5	-25.0
COc1ccc(-c2csc(NC(=O)C3=COCCO3)n2)c(OC)c1	-34.8	-24.6	25.6	5.5	21.2	23.9	5.9	-54.9
Cn1c2ccccc2c(=O)c2ccc(C#Cc3ccccn3)cc21	-52.9	-65.1	18.5	5.2	22.4	11.7	5.8	-38.0
O=C(CCCN1C(=O)/C(=C/c2cccs2)SC1=S)Nc1cccc(O)c1	9.3	15.7	24.5	-0.8	12.2	13.9	-2.0	88.7*
CC1(C)CC(=O)C2=C(C1)Nc1ccccc1NC2c1cccs1 (stereo not drawn)	12.7	-7.2	-5.5	-0.6	-15.8	6.0	-3.4	10.3
C=CC[C@@H](CC(=O)NCCO)C(=O)N[C@H](COC(=O)[C@H](CC=C)CC(=O)OC(C)(C)C)Cc1c[nH]c2ccccc12	-27.6	-17.9	10.1	-1.3	15.8	5.3	-2.5	-57.8
CCC(Oc1ccccc1C)C(=O)N1CCCN(C)CC1 (stereo not drawn)	15.8	4.4	-0.3	0.4	-1.2	-11.3	-2.0	16.7
O=C(Nc1ccc(N2CCN(C(=O)c3ccccc3)CC2)c(Cl)c1)c1ccco1	-0.5	13.4	22.4	-4.5	44.7*	14.5	3.3	12.0
CC(=O)c1c(C(=O)O)c2ccccc2[nH]c1=O	20.1	-0.1	7.5	1.2	-17.3	6.4	-1.4	-15.6
COc1ccccc1NC(=O)Cc1noc(CN(C)Cc2cccs2)n1	6.1	5.9	6.8	-0.7	-11.4	5.9	-4.0	17.6
COc1ccc(CCNC(=O)CCc2ccc(S(=O)(=O)NCC(C)C)cc2)cc1	-59.4	-6.4	7.8	3.4	-3.0	1.3	-1.9	-10.4
COc1ccc(-c2csc(NC(=O)CN3C(=O)NC4(CCCC4)C3=O)n2)cc1OC	22.9	-6.4	8.0	0.4	7.2	-0.8	3.0	18.2
CCCC(CCC(=O)NC1CCCCC1)C(=O)O (stereo not drawn)	17.4	1.1	-1.8	-0.7	-17.5	5.3	1.0	19.7
C[N+](C)(C)CCCCCC[N+](C)(C)C	16.7	3.8	9.1	4.3	-3.1	7.2	-2.3	-22.8
CC(=O)Nc1sc(C)c(C)c1C(=O)OCC(=O)Nc1cc(S(=O)(=O)N2CCCCC2)ccc1Cl	25.7	5.5	-13.8	1.7	8.1	-4.9	-2.6	-1.3
Oc1ccccc1CNc1cnc2ccccc2c1	-111.0	-77.6	10.4	6.8	8.9	13.0	-3.0	-18.5
Cc1ccc(N2C(=O)C(F)(F)C2c2ccccc2)cc1 (stereo not drawn)	-8.7	-13.0	-1.8	0.6	-5.1	-9.7	-1.9	-8.0
O=C(O)c1ccc(N/N=C/c2ccc3nccnc3c2)cc1	20.0	59.9*	-1.7	-9.8	0.6	-9.4	-6.0	19.5
Cc1occc1C(=O)NCc1nc(-c2ccccc2)no1	11.4	-2.5	-3.6	1.0	0.9	-10.3	3.1	-3.2
CC(C)c1ccc(C2C3=C(CC(C)(C)CC3=O)NC3=C2C(=O)c2ccccc23)cc1 (stereo not drawn)	0.8	6.4	14.2	14.1	14.8	15.7	5.5	73.4*
O=C(CNC(=O)c1cccc(OC(F)F)c1)OCn1nnc2ccccc2c1=O	2.2	24.6	12.1	-1.0	12.2	4.0	-3.9	-35.1
CC1CC(C(F)(F)F)n2ncnc2N1 (stereo not drawn)	22.8	-3.1	9.5	-0.1	-1.3	-5.1	-2.4	-8.1
CN1CCN(C(=O)CC23CC4CC(CC(C4)C2)C3)CC1	-5.0	-3.1	9.7	-1.1	7.2	11.2	-1.5	-6.0
CCOC(=O)c1[nH]c2ccccc2c1NC(=O)NC1CCCCC1	8.3	-2.3	19.4	-0.3	6.5	18.2	1.7	-2.0
Cc1nccn1S(=O)(=O)c1cc([N+](=O)[O-])ccc1Cl	9.0	-10.0	4.1	0.5	4.1	7.9	0.1	-23.0
COc1cccc(N2CCN(C(=S)Nc3cccc(C)c3)CC2)c1	-4.9	-0.4	-7.4	-1.7	15.1	18.4	-3.9	7.6
COc1cc(/C=C/c2ccc(O)cc2)cc(OC)c1	-43.9	-8.8	51.3*	5.8	18.6	26.2	8.0	2.6
O=C(Nc1cccnc1)c1ccccc1-c1nc(-c2ccccc2F)no1	29.1	8.1	9.6	0.3	-3.3	10.9	2.0	11.8
CCN(C(=O)Cc1c(C(=O)O)[nH]c2ccccc12)c1cc(OC)ccc1OC	-16.0	-0.1	30.3	1.4	12.8	15.9	-3.4	-14.8
O=C(Cn1nc(-c2ccccc2)c2ccccc2c1=O)Nc1cccc(O)c1	8.5	9.7	7.7	1.8	5.2	-5.4	-3.3	-3.9
COc1ccc(N2CCN(C(=O)c3ccc4c(c3)NC(=O)C(CSCc3c(F)cccc3Cl)N4)CC2)cc1 (stereo not drawn)	8.2	-0.5	7.2	5.0	-3.4	22.1	-4.1	13.4

Screening results deposited in PubChem by Sanford-Burnham Center for Chemical Genomics.
